# Source: PubChem (several laboratories)
# Lmaj promast – reduces viability of Leishmania major promastigotes | 200,000 compounds, 9% hits | inhibition, % at 10 µM | AID 1063 | resazurin fluorescence viability; in the data active = inhibition above about 50%;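 also: promastigotes grown with compound for 44 hours at 28 °C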
# SRC2 TRFRET art – TR-FRET artefact, counter-screen to PPARgamma/SRC-2 agonist assay. hits give high values. TR-FRET ratio at 8 µM. 200,000 compounds, 0.4% hits. AID 1049; in the data active = TR-FRET ratio above about 2000; also: inactives centre near 1500; reference of the scale not given here
# ROMK mod – human ROMK K+ channel modulation, primary screen; B-score at 10 µM; 130,000 compounds, 2% hits; Tet-inducible ROMK, thallium flux fluorescence; actives lie on both sides;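 active = signal ratio slope over the read window, or its plate-corrected B-score, at least 3 SD from the plate mean, either direction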;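 also: B-score of the F/F0 ratio slope over 7 to 12 s after thallium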
# S1P3 antagonist – S1P3 (human) receptor antagonism; CHO S1P3 NFAT-BLA reporter, FRET fluorescence, antagonist mode; 170,000 compounds, 0.27% hits; inhibition, % at 4.98 µM; Q99500;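 active = inhibition above the plate cutoff, the mean inhibition of test wells on that plate plus 3 SD, cut at about 28% in these data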;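 also: cells challenged with S1P at its EC80 of 0.8 µM; blue over green emission ratio from cleaved BLA substrate after 4 h stimulation; 0% = S1P-stimulated wells and 100% = unstimulated DMSO-only wells; some compounds past the cut are filed as inactive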
# Target sequence (Q99500 whole entry, looked up): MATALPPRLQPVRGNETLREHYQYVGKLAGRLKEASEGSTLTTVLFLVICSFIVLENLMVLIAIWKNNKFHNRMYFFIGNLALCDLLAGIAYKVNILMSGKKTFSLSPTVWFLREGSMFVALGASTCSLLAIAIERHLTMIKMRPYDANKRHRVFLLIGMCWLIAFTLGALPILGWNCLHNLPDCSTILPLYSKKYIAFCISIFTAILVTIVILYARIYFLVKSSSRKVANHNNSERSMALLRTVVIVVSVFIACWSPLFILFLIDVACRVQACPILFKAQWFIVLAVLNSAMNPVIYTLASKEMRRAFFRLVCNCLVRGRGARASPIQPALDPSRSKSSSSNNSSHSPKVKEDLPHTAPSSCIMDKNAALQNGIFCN
# PPARg SRC3 recr – promotes SRC-3 coactivator recruitment by human PPARgamma. P37231. biochemical PPARgamma/SRC-3 coactivator recruitment assay. activation, % at 8 µM. 200,000 compounds, 0.26% hits; in the data active = activation above about 23%;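 also: 0% = DMSO and 100% = reference agonist; some compounds past the cut are filed as inactive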
# Target sequence (P37231 whole entry, looked up): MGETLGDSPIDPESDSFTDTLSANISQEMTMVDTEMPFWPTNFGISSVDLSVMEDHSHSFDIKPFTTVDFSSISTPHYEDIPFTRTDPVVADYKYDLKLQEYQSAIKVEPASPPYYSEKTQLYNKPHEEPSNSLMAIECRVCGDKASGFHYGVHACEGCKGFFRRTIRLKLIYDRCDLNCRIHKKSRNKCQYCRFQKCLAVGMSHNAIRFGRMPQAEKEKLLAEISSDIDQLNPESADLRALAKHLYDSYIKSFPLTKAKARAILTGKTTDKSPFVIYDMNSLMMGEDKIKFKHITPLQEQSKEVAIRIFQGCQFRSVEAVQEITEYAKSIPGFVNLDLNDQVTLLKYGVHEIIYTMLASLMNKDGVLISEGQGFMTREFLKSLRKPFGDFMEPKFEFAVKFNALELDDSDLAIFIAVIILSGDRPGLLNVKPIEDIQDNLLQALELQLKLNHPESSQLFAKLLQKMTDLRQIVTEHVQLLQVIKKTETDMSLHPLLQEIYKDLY
# PPARg SRC-1 ag – PPARgamma-driven SRC-1 recruitment agonism | PPARgamma-SRC-1 coactivator recruitment biochemical assay | activation, % at 8 µM | 200,000 compounds, 0.41% hits | AID 631; in the data active = activation above about 19%;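 also: 0% = DMSO and 100% = reference agonist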
# Redox H2O2 prof – compounds producing H2O2 with reducing agent – biochemical, NIH compound library profiling, artefact control for MLSCN library redox annotation, primary screen | 200,000 compounds, 0.03% hits | AID 878 | DTT-dependent redox cycling H2O2, phenol red/HRP absorbance; 100% = 100 µM peroxide control, 0% = buffer | activation, % at 10 µM;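 active = activation of at least 50% relative to the plate's high and low controls in the primary single-dose screen; inactive = activation below 50%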;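 also: compound incubated with DTT at 0.8 mM final as the reducing agent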
# PPARg SRC2 recr – PPARgamma-driven SRC-2 recruitment agonism. P37231. PPARgamma LBD-SRC-2 recruitment, biochemical. activation, % at 8 µM. 200,000 compounds, 0.34% hits; in the data active = activation above about 22%;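 also: 0% = vehicle and 100% = reference agonist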
# Efa HMGR inh – blocks class II HMG-CoA reductase of Enterococcus faecalis; inhibition, % at 10 µM; 190,000 compounds, 0.41% hits; purified E. faecalis HMGR, NADPH absorbance 340 nm kinetic;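 active = inhibition above a set limit, the median over all tested compounds plus 3 SD, cut at about 9.5% in these data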;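 also: enzyme runs in reverse so mevalonate oxidation gives rising NADPH absorbance; 0% = complete reaction with DMSO and 100% = background rate lacking mevalonate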
# RAM inhibit – inhibitors of the yeast RAM network; S. cerevisiae dse1pr::URA3 reporter, 5-FOA growth OD615, 2 d; analog-sensitive cbk1-as2 kinase mutant strain; inhibition, % at 50 µM; 190,000 compounds, 1.8% hits;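 active = inhibition above a set limit, 3 SD over mean compound inhibition, cut at about 8.4% in these data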;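 also: 0% = DMSO-only wells with no growth and 100% = 10 µM 1-NA-PP1 full growth; inhibition rescues growth on 5-FOA so higher OD means more RAM inhibition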
# bIAP inh – blocks bovine intestinal alkaline phosphatase activity. inhibition, % at 20 µM. 190,000 tested, under 10 active. purified bovine IAP, CDP-star luminescence, 30 min. AID 1019;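 active = over 50% inhibition of intestinal alkaline phosphatase at 20 µM in the single-dose screen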
#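 Incubation: 30 min reaction at room temperature / Material: purified bovine intestinal alkaline phosphatase (IAP) enzyme / Input: enzyme at 1/65,000,000 dilution / Dosing: 20 µM single dose / Signal: CDP-star luminescence signal / Reagent: CDP-star chemiluminescent phosphatase substrate, 30 µM final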
# * hit, by the source's call; . = not tested or not shown.
SMILES,Lmaj promast,SRC2 TRFRET art,ROMK mod,S1P3 antagonist,PPARg SRC3 recr,PPARg SRC-1 ag,Redox H2O2 prof,PPARg SRC2 recr,Efa HMGR inh,RAM inhibit,bIAP inh
CCCCc1nc(Cl)c(C#N)c2c1CCCC2,23,1600,0.017,-7,0,1,-0.1,6,-2,0.3,0
CCC(=O)N1CCN(c2ccc(NC(=O)c3cc4ccccc4o3)cc2Cl)CC1,37,1526,.,0,10,7,0.2,13,-1,1.4,2
COc1ccc2nc(Nc3nc4ccc(NC(C)=O)cc4s3)sc2c1,7,1434,0.55,-6,-4,-3,0.4,1,-4,3.6,10
COc1ccc(NC(=O)c2cc3c(=O)n(C)c4ccccc4c3s2)cc1OC,2,1560,-0.24,3,4,4,0.5,6,-4,3.5,2
Cc1cccc(OC(=O)c2sc(Cl)nc2C)c1,-3,1456,0.14,11,5,5,-0.2,0,1,-0.3,-2
CC(=O)Nc1c(C(=O)N2CCOCC2)cnn1-c1ccc(C)c(C)c1,-7,1682,.,.,10,6,0.8,8,-6,-0.1,4
Cc1ccc(C(=O)CC2SC(N)=NC2=O)cc1 (centres undefined),-2,1471,.,.,-1,8,-0.8,3,1,1.9,6
CCOc1cc(C(=O)Nc2cccc3ncccc23)cc(OCC)c1OCC,1,1509,-0.2,.,-5,0,0.2,-2,-10,2.5,0
CCOC(=O)CSc1nc2cc(C(=O)NCC3CCCO3)ccc2c(=O)n1Cc1ccco1 (centres undefined),15,1377,.,.,-4,5,-0.1,-5,-6,5.7,4
COc1ccc(NC(=O)C2C3C=CC(C3)C2C(=O)NCc2ccco2)c(OC)c1 (centres undefined),-5,1536,.,.,8,8,1.2,4,-1,0.8,.
O=C(Nc1nn(Cc2ccc(Cl)cc2)cc1Br)c1ccc(COc2ccccc2Cl)o1,12,1436,-0.55,.,-6,6,0.2,-2,3,-0.8,40
COCc1cc(C)nc(N/N=C/c2ccc(-c3ccc(C(=O)O)c(Cl)c3)o2)c1C#N,-3,1660,-0.7,7,3,5,-0.7,-6,-5,0.4,-2
CCCc1ccc(OCC(=O)NNC(=S)NC(=O)c2ccco2)cc1,-3,1358,4.2*,.,-6,-1,0.0,-4,-3,-0.9,2
Cc1ccc(NC(=O)N(C2CCCCC2)C(C)c2cccnc2)cc1C (centres undefined),83*,1672,.,.,10,12,-1.6,3,1,0.7,2
CCN1C(C)=C(C)S/C1=C1\SC(=S)N(NC(C)=O)C1=O,-3,1684,-0.42,-9,5,14,6.8,11,-3,3.7,7
COc1ccc(/C=N/N=C(\N)c2nonc2N)cc1,0,1662,-0.22,1,0,4,-1.1,1,-3,2.6,-1
COc1ccc(/C=N/Nc2nnc(Cc3ccc(OC)c(OC)c3)c(=O)[nH]2)cc1,-5,1393,.,-21,-7,8,0.5,-3,-6,4.2,-3
CCCCC(=O)N(c1ccc(C)c(C)c1)C1C=CS(=O)(=O)C1 (centres undefined),-2,1525,0.23,-17,14,1,-1.4,-8,-4,0.5,-9
Cn1c(=O)[nH]c(=O)c2c1nc(N1CCCCCC1)n2CCSc1nc2ccccc2[nH]1,5,1500,.,-17,-4,-1,-0.9,-3,-2,0.8,-10
O=C(CCc1nnc(COc2ccccc2)o1)NCc1ccccc1,-6,1605,1.1,-2,4,5,0.1,5,7,-0.4,0
CC(=O)N(CC1CCCO1)C1(C(=O)NC2CCCC2)CCCCC1 (centres undefined),-11,1514,-0.066,.,3,3,1.7,9,-1,0.3,6
COc1ccc(/C=C(/C#N)C(=O)Nc2cc(C)ccc2C)cc1C(=O)O,-3,1373,-0.54,.,-2,-1,1.7,-1,-2,1.8,4
CCCN(CCC)CC(O)COc1ccc2c(c1)OCO2 (centres undefined),7,1425,0.38,4,-1,-5,-1.8,-5,-3,2.5,-2
CCc1nnc(NS(=O)(=O)c2ccc(N=CC3=C(O)CC(C)(C)CC3=O)cc2)s1,0,1446,2.1,3,-6,3,11,-4,-8,3.8,2
Cc1ccc(C(=O)Nc2ccnc(-c3ccncc3)n2)cc1,12,1432,0.84,-8,5,4,-1.1,-3,-2,-0.2,8
# (further entries)
SMILES,Lmaj promast,SRC2 TRFRET art,ROMK mod,S1P3 antagonist,PPARg SRC3 recr,PPARg SRC-1 ag,Redox H2O2 prof,PPARg SRC2 recr,Efa HMGR inh,RAM inhibit,bIAP inh
C=C(C)c1nc2cc(OC)c(OC)cc2c(=O)o1,22,1456,-0.75,.,7,2,-0.1,-5,-8,-0.1,-7
CC(=O)NC(CCS(C)(=O)=O)C(=O)Nc1cccc2ccccc12 (centres undefined),-6,1465,.,-11,3,-3,-0.7,4,-1,0.7,3
Cc1cccc(C(=O)NC2CCN(CC(=O)N3CCOCC3)CC2)c1,-5,1610,.,-6,-2,-6,0.0,2,9,0.5,-12
CN1C(=O)/C(=C/C=C2\SCCN2C)SC1=S,-6,1546,-3*,-9,1,3,-0.7,10,-2,5.6,-4
CCOC(=O)C(NC(=O)c1ccccc1)(OCc1ccc(F)cc1)C(F)(F)F (centres undefined),5,1549,.,12,6,0,-0.9,5,-6,1.6,-2
CC(C)Nc1nc(NC(C)C)nc(Oc2ccc(/C=N/O)cc2)n1,32,1567,1.7,10,11,1,-0.1,4,-2,0.5,.
O=c1nc2ccccc2c2n1CC(CN1CCN(c3cccc(Cl)c3)CC1)N2 (centres undefined),-6,1638,.,.,8,5,1.4,-1,-4,3.1,8
CCCCCOc1ccccc1C(=O)NCCCC(=O)O,-9,1470,0.5,.,-2,-2,0.3,4,2,1.2,1
CCOC(=O)C1C(=O)NC(c2ccccc2)=NC1c1ccc(OC)cc1 (centres undefined),-4,1617,0.21,3,3,5,0.4,1,-7,1.2,17
O=C(CNC(=O)c1ccncc1)N/N=C/c1ccccn1,-3,1671,0.62,-2,9,3,2.9,13,3,2.2,-43
COc1cc(/C=C/C(=O)O)ccc1OCc1cnc(Cl)s1,-7,1723,-0.53,-5,3,6,-1.5,10,-4,3.1,4
O=C(CSc1nnc2ccc(-c3ccncc3)nn12)N1CCCCC1,20,1392,0.48,-32,2,-1,-1.6,-7,1,1.0,2
CCOC(=O)c1sc(NC(=O)CSc2nnc(Cc3ccccc3)o2)c(C(=O)OCC)c1C,4,1688,-0.74,.,4,1,0.0,7,-10,8.9*,4
CCCCNC(=O)n1c(=O)oc2ccc(Cl)cc21,-5,1745,.,.,4,-6,0.8,-2,-5,1.3,4
Cc1ccc(S(=O)(=O)NCC(=O)N(CC(=O)NCc2ccccc2)CC2CCCO2)cc1 (centres undefined),-6,1422,.,-54,-3,3,-4.0,2,-2,-0.7,10
COCC(C)NC(=O)CSc1nc2nn(-c3ccccc3)c(=O)c-2c2n1CCCCC2 (centres undefined),34,1403,-0.31,-2,-7,-6,-1.3,-2,-8,-0.2,-7
O=C(NCc1ccc2c(c1)OCO2)c1cccs1,-7,1465,.,1,-2,3,-2.6,5,2,1.3,12
COc1ccc(-c2nnn(CC(=O)N(CCCN3CCOCC3)C(C(=O)NC3CCCC3)c3ccco3)n2)cc1 (centres undefined),-6,1393,-0.064,-1,7,0,-0.3,7,2,0.6,-22
CC(NC(=O)CSc1cccc(C(F)(F)F)c1)c1ccccc1 (centres undefined),48,1710,-0.27,4,-4,1,0.4,7,-2,0.8,-3
CCc1ccccc1N(CC)C(=O)c1cn(CC)c(=O)c2cc(OC)c(OC)cc12,16,1518,.,-1,-2,2,-2.4,-3,-3,0.7,-3
CC1(C)Cc2c(C#N)c(NCCN3CCOCC3)nc(-c3ccco3)c2CO1,10,1546,-0.029,.,-7,3,3.4,1,-6,-0.8,-1
C=CCc1ccccc1OCC(O)CN(C(C)C)C(C)C (centres undefined),100*,1601,.,8,11,5,0.3,3,-1,0.1,3
Cc1cc(C)n2cc(CSC3=NCCS3)nc2n1,2,1614,.,-8,3,6,1.0,4,1,1.9,3
CCC(=O)N1CCN(C(=O)CC)C1c1ccccc1,0,1559,.,-20,12,3,1.3,0,1,0.5,-15
Cc1ccc(Nc2nc(N)nc(CN3CCN(c4ccccc4F)CC3)n2)cc1,15,1476,-1.2,5,3,2,1.3,-1,-3,0.2,-3

# Compounds from the list above with an aryl methoxy group:
SMILES,Lmaj promast,SRC2 TRFRET art,ROMK mod,S1P3 antagonist,PPARg SRC3 recr,PPARg SRC-1 ag,Redox H2O2 prof,PPARg SRC2 recr,Efa HMGR inh,RAM inhibit,bIAP inh
COc1ccc2nc(Nc3nc4ccc(NC(C)=O)cc4s3)sc2c1,7,1434,0.55,-6,-4,-3,0.4,1,-4,3.6,10
COc1ccc(NC(=O)c2cc3c(=O)n(C)c4ccccc4c3s2)cc1OC,2,1560,-0.24,3,4,4,0.5,6,-4,3.5,2
COc1ccc(NC(=O)C2C3C=CC(C3)C2C(=O)NCc2ccco2)c(OC)c1 (centres undefined),-5,1536,.,.,8,8,1.2,4,-1,0.8,.
COc1ccc(/C=N/N=C(\N)c2nonc2N)cc1,0,1662,-0.22,1,0,4,-1.1,1,-3,2.6,-1
COc1ccc(/C=N/Nc2nnc(Cc3ccc(OC)c(OC)c3)c(=O)[nH]2)cc1,-5,1393,.,-21,-7,8,0.5,-3,-6,4.2,-3
COc1ccc(/C=C(/C#N)C(=O)Nc2cc(C)ccc2C)cc1C(=O)O,-3,1373,-0.54,.,-2,-1,1.7,-1,-2,1.8,4
C=C(C)c1nc2cc(OC)c(OC)cc2c(=O)o1,22,1456,-0.75,.,7,2,-0.1,-5,-8,-0.1,-7
CCOC(=O)C1C(=O)NC(c2ccccc2)=NC1c1ccc(OC)cc1 (centres undefined),-4,1617,0.21,3,3,5,0.4,1,-7,1.2,17
COc1cc(/C=C/C(=O)O)ccc1OCc1cnc(Cl)s1,-7,1723,-0.53,-5,3,6,-1.5,10,-4,3.1,4
COc1ccc(-c2nnn(CC(=O)N(CCCN3CCOCC3)C(C(=O)NC3CCCC3)c3ccco3)n2)cc1 (centres undefined),-6,1393,-0.064,-1,7,0,-0.3,7,2,0.6,-22
CCc1ccccc1N(CC)C(=O)c1cn(CC)c(=O)c2cc(OC)c(OC)cc12,16,1518,.,-1,-2,2,-2.4,-3,-3,0.7,-3

# Profiles, quoted from the list. Screens in order: Lmaj promast	SRC2 TRFRET art	ROMK mod	S1P3 antagonist	PPARg SRC3 recr	PPARg SRC-1 ag	Redox H2O2 prof	PPARg SRC2 recr	Efa HMGR inh	RAM inhibit	bIAP inh
# Listed for CCCCCOc1ccccc1C(=O)NCCCC(=O)O = -9	1470	0.5	.	-2	-2	0.3	4	2	1.2	1
# Listed for CCCCc1nc(Cl)c(C#N)c2c1CCCC2 = 23	1600	0.017	-7	0	1	-0.1	6	-2	0.3	0
